Source: PubChem BioAssay (National Center for Advancing Translational Sciences (NCATS))
HP1b chromo inh – blocks HP1-beta chromodomain binding to methylated histone tails; P83916; AlphaScreen HP1-beta / biotin-H3K9me3 peptide binding; 390,000 tested, 0.56% active; Potency, µM (highest dose often 114 µM), for the others: top-dose activity change, negative = inhibition, usual class: inhibitors; AID 540317; note: potency is the fitted concentration of half-maximal effect; nearly all actives have a fitted effect of over 70% in size; inactives centre near 23
Target sequence (P83916 whole entry, looked up): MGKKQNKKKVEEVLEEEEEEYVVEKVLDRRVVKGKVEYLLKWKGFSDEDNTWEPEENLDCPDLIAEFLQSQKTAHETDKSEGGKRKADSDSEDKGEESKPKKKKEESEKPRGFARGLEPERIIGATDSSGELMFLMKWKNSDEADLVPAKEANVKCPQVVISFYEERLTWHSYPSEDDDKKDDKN
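HP1-beta protein (50 nM final) preincubated 30 min at room temperature with biotinylated H3(1-18)K9me3 peptide (50 nM) in PBS pH 7.4, 0.01% Tween-20, then compound added for 30 min. AlphaScreen streptavidin donor/nickel chelate acceptor beads (10 ug/mL final), 30 min dark, luminescence read.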
JMJD2A Tudor inh – JMJD2A Tudor domain (human) inhibition | 390,000 tested, 4.4% active | Potency, µM (highest dose often 114 µM), for inactives: at the highest dose activity change, negative = inhibition, most hits filed as inhibitors | O75164 | AlphaScreen JMJD2A-Tudor / H3K4me3 peptide binding | AID 504339; note: potency is the fitted concentration of half-maximal effect; % is set by controls: 0 for no effect and ±100 for the full control effect; nearly all actives have a fitted effect of over 50% in size
PGK inhibitor – T. brucei PGK inhibition. PGK/GAPDH coupled, Kinase-Glo luminescence, 60 min. 380,000 tested, 0.043% active. AID 602233. Potency, µM (doses to about 57.5 µM), for the others: at the top dose activity change, negative = inhibition, usual class: inhibitors. P07378; note: potency is the fitted concentration of half-maximal effect; % is set by controls: 0 for no effect and ±100 for the full control effect; nearly all actives have a fitted effect of over 60% in size
Target sequence (P07378 whole entry, looked up): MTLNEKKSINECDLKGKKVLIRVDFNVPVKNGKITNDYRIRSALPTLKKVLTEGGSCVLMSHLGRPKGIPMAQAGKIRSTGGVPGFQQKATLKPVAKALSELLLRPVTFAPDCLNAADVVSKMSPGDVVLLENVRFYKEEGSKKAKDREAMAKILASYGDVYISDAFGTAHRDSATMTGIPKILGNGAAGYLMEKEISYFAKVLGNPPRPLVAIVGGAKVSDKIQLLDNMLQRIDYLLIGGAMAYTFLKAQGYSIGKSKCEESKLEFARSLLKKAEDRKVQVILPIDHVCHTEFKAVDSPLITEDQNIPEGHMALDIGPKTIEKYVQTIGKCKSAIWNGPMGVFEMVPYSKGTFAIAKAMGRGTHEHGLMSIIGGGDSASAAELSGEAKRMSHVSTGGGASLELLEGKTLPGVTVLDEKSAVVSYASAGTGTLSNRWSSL
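Recombinant glycosomal PGK reaction used 1,3-bisphosphoglycerate generated in-well by GAPDH (100nM final) in 100mM TEA pH 7.6, 5mM MgCl2, 0.01% Tween-20. After 60 minutes at room temperature, ATP was read by Kinase-Glo Plus luminescence end-point.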
BAZ2B block – inhibitors of human BAZ2B bromodomain. 360,000 tested, 4.4% active. AID 504333. Q9UIF8. Potency, µM (highest dose often 114 µM), for the others: top-dose activity change, negative = inhibition, hits mostly inhibitors. AlphaScreen BAZ2B-H3K14Ac peptide displacement; note: potency is the fitted concentration of half-maximal effect; % is set by controls: 0 for no effect and ±100 for the full control effect; nearly all actives have a fitted effect of over 60% in size
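AlphaScreen displacement: compounds (up to 110uM) incubated 30 min at room temperature with a preformed 50 nM BAZ2B/50 nM biotinylated H3K14Ac peptide complex in PBS pH 7.4 with Tween-20. Donor and acceptor beads at 10 ug/mL final added, 20 min light-protected before reading.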
Pol eta inh – blocks human DNA polymerase eta activity; Q9Y253; recombinant Pol eta, fluorescent DNA replication assay; Potency, µM (series often up to 114 µM), inactives show at the top dose activity change, negative = inhibition, hits mostly inhibitors; 390,000 tested, 1.2% active; note: potency is the fitted concentration of half-maximal effect; % is set by controls: 0 for no effect and ±100 for the full control effect
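Pol eta (10 nM) was preincubated with compounds for 15 min at room temperature, after which fluorescent replication substrate (50 nM final) was added to start the reaction. Fluorescence was read kinetically at 0 and 10 min.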
Pin1 inhibitor – blocks the human prolyl isomerase Pin1; Potency, µM (highest dose often 115 µM), for inactives: at the highest dose activity, negative = inhibition, actives largely listed as inhibitors; Q13526; AID 504891; Pin1 FP peptide displacement, HiFluor488, 10 min; 390,000 tested, 0.009% active; active = well fitted inhibition curve with a large enough effect in the polarisation, with a control signal flat, not every such curve was filed as active; inconclusive = small, poorly fitted or top-dose-only effect, or effect the other way, or a change in a side signal; inactive = no such curve, though single readings can be large or run the other way; the % refers to the polarisation; note: potency is the fitted concentration of half-maximal effect; % is set by controls: 0 for no effect and ±100 for the full control effect
Target sequence (Q13526 whole entry, looked up): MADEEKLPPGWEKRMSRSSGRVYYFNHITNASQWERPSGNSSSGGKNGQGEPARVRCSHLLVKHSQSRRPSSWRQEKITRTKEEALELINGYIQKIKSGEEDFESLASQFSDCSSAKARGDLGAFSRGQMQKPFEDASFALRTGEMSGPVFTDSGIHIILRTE
G9a block – G9a (human) methyltransferase inhibition; G9a H3K9 monomethylation, AlphaScreen, 2 h; Potency, µM (top dose mostly 102 µM), for the others: at the highest dose activity, negative = inhibition, most hits filed as inhibitors; 350,000 tested, 8.8% active; AID 504332; note: potency is the fitted concentration of half-maximal effect; % is set by controls: 0 for no effect and ±100 for the full control effect; nearly all actives have a fitted effect of over 75% in size
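Readings reflect AlphaScreen signal from monomethyl-H3K9 antibody detection. HMT at 20 nM; substrate b-H3K9 500 nM; cofactor SAM 20 uM; 2 h RT reaction; compounds tested as titrations in qHTS with 15 min preincubation.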
PI4K2A block – PI4K2A (human) kinase inhibition. purified PI4K2A, ADP-Glo luminescence, 1 h; stronger effect = lower value. 420,000 tested, 0.13% active. AID 1346378. activity change, negative = inhibition, % at 76.9 µM; in the data active = activity change below about -50%; inconclusive = mostly about -30% to -49%;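 note: -100% = wells without enzyme as full effect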
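Compounds are screened against recombinant PI4K2A using PI as substrate and ATP, the latter dispensed at 300 microM. Reactions run one hour at ambient temperature before ADP-Glo detection; full inhibition defined by wells lacking enzyme.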
GLS inhibitor – glutaminase GLS (human) inhibition. O94925. GLS enzymatic activity, qHTS titration. Potency, µM (highest dose often 45.5 µM), without a hit: at the highest dose activity change, negative = inhibition, most hits filed as inhibitors. 410,000 tested, 0.21% active; note: potency is the fitted concentration of half-maximal effect; % is set by controls: 0 for no effect and ±100 for the full control effect
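Two-point fluorescence kinetic (t0, 30 min RT) for hKGA; glutamate detected via glutamate oxidase–HRP–Amplex Red. Substrate: 1 mM L-glutamine solution; buffer 45 mM KH2PO4, pH 8.2.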
* marks the source's active call; other numbers are inactive results; i = inactive; ? = inconclusive; · = no result given; & = joins results of further samples; [ ] = dose if it differs, or a comment. Unless noted, calls come from the whole dose curve; as a rule, active = well fitted curve in the direction sought with a large enough effect; inconclusive = small, poorly fitted or top-dose-only effect, or another doubt; inactive = no such curve, though single readings can be large; an effect the other way counts as inactive or inconclusive. An excerpt, so the mix of outcomes need not match the whole.

molecule,HP1b chromo inh,JMJD2A Tudor inh,PGK inhibitor,BAZ2B block,Pol eta inh,Pin1 inhibitor,G9a block,PI4K2A block,GLS inhibitor
CC(=O)Nc1ccc(NC2=Nc3ccccc3N3C2=Nc2c(c(C)nn2-c2ccccc2)C3c2ccccc2)cc1 (stereo not drawn),63%,19%,-6%,-15%[57.1 µM],-17%,-1%,66%[activator],-5,-3%
CCc1cc2c(=O)c(-c3nc4ccccc4n3C)coc2c(CN2CCOCC2)c1O,6%,-15%,0%,-2%,-6%,-1%,25%[59 µM],3,1%
Cc1ccc(OCCn2c(-c3ccc(Cl)cc3)nc3ccccc3c2=O)c(C)c1,40%[activator],9%,-11%,8%,0%,-2%,?,1,7%
COc1ccc2oc(=O)c(-c3nnc(N)s3)cc2c1,36%[activator],3%,i,4%,-16%,3%,21%,-3,0%
COC(=O)c1c(C)cc(C)c2c1CC(C)(C)C2=O,37%,-7%,-7%,0%,-1%,-1%,9%,-1,-7%
O=C(N=NC(=O)c1ccc2c(O)n(CC3CCCO3)c(O)c2c1)c1cccnc1 (stereo not drawn),29%,-19%,-3%,1%,5%,-10%,9%,1,20%
Cc1c(NC(=O)C2CCCNC2=O)c(=O)n(-c2ccccc2)n1C (stereo not drawn),8%,-17%,6%,10%,11%,-12%,-40%[12.7 µM],3,1%
COc1cc(C(=O)OC(C)CN2C(C)CCCC2C)cc(OC)c1OC (stereo not drawn),9%,-13%,-3%,1%,-12%,-3%,11%,4,11%
COc1ccc(Cn2nnnc2CN2CCOCC2)cc1,11%,1%,·,-4%,5%,-2%,-50%[59 µM],-1,2%
CCN1CCCC1CNC(=O)C(=O)NC(C)c1ccccc1 (stereo not drawn),30%,-20%,-8%,3%,-18%,-1%,-38%,6,7%
Cn1nnnc1Sc1ncnc2scc(-c3cccc(Br)c3)c12,25%,-15%&-32%,-6%,·,-10%,7%&6%,·,0,-1%
COc1ccc(P(=O)(COc2ccc([N+](=O)[O-])cc2)c2ccc(OC)cc2)cc1,?,-24%,-1%,-3%,-11%,-2%,24%[59 µM],2,6%
CN1C(=O)NC(c2ccccc2Cl)C2=C1CC(C)(C)CC2=O (stereo not drawn),42%[activator],2%,-10%,-14%,-12%,-2%,?,-1,2%
CCOc1ccc(NC(=O)c2cnn(-c3ccc(C)c(C)c3)c2C2CCN(C(=O)OC(C)(C)C)CC2)cc1,32%,-17%,-7%,2%[57.1 µM],-16%,-1%,-18%[59 µM],1,1%
CC(C)(C)NC(=O)Nc1ccc(F)c(Cl)c1,40%[activator],9%,-4%,-4%,-20%,2%,6%[59 µM],1,-7%
O=C(c1ccccc1)c1ccc(OCCCN2CCCCC2)cc1,-35%,7.9µM*,i,32µM*,-9%,1%,8.9µM*,3,-9%
Cc1cccc(NC(=O)c2nc[nH]c2C(=O)N[C@@H](C)CO)c1,·,·,2%,·,-9%,·,·,-6,-1%
CC(C)Oc1cccc(C(=O)C2CCCN(Cc3ccc(Oc4ncccn4)cc3)C2)c1 (stereo not drawn),5%,-28%,i,-12%,-21%,-11%,·,1,0%
O=C(c1ccc2c(c1)N(Cc1cccc(Cl)c1)C(=O)c1ccccc1S2(=O)=O)N1CCCCCC1,31%,-28%,1%,2%,4%,13%,-25%[59 µM],1,-2%
Cc1ccc(Sc2ncccc2C(N)=O)cc1,-7%,-4%,-6%,·,-12%,-11%,·,-9,0%
COc1cccc(/C=C2\SC(=S)N(CCC(=O)Nc3ccc(O)cc3)C2=O)c1,13%,-17%,-1%,-31%,-6%,-5%,20%,3,1%
COc1ccc(C(C#N)N2N=C(C)CC2c2ccccc2)cc1OC (stereo not drawn),53%[activator],-4%,8%,-11%,-2%,-1%,?,-3,-10%
COCCCn1c(=O)c2ccccc2n(CC(=O)NC2CCCCC2)c1=O,33%,12%,2%,6%,-18%,-2%,21%,-4,2%
Cc1cc(O)c(Sc2ccccc2)c(=O)o1,34%,-10%,0%,·,3%,2%,·,3,?
CC1CCCCC12NC(=O)N(CC(=O)NCc1ccccc1)C2=O (stereo not drawn),20%,-1%,17%,·,4%,2%,·,0,-2%
Cc1ccc(NC(=O)CCc2nnc3ccc(N4CCN(C)CC4)nn23)cc1F,33%,8%,-3%,3%,-5%,2%,-14%,-1,11%
COc1cccc(NC(=O)c2cccc(Cl)c2)c1,51%[activator],-13%,-3%,3%,-9%,7%,8%[12.7 µM],-8,0%
Cc1cccc(NC(=O)c2ccccn2)c1C,8%,7.9µM*,i,-4%,-2%,-8%,?,-7,-4%
COc1ccccc1CNC(=O)c1cc(C(C)C)nc2ccccc12,25%,-8%,-9%,-2%,-14%,1%,2%,-1,-11%
C#CC1(O)CC(C)NCC1(C)CCC#N (stereo not drawn),16%,-6%,0%,6%,-13%,0%,24%[59 µM],-4,3%
COCCNC(=O)CCCn1c(=O)c2cc(OC)c(OC)cc2n(CC(=O)c2ccccc2)c1=O,34%,-12%,-7%,-18%,-17%,1%,-4%,3,-3%
COc1ccc(C2=Nc3ccccc3NC(c3cccs3)=N2)cc1,4%,-23%,-4%,-1%,-2%,4%,4%[59 µM],-2,9%
Cc1[nH]c2ccccc2c1-c1csc(NC(=O)CSCC(=O)O)n1,16%,-14%,-11%,-32%,-6%,2%,?,4,6%
CCN(c1ccccc1)S(=O)(=O)c1ccc(C(=O)NCc2ccco2)cc1,28%,-35%,0%,·,-2%,7%,·,-1,1%
C/C(=N\NC(=O)c1cccs1)c1ccc2c(c1)OCO2,28%,-6%,-6%,3%,-13%,-8%,21%,1,-8%
CSC1=NCCN1C(=O)c1ccc(S(=O)(=O)N2CCOCC2)cc1,11%,-30%,2%,10%,-5%,-2%,-19%,0,-5%
C=CCc1ccc(OCCOCCNCCCC)c(OC)c1,?,4µM*,-5%,50µM*,-1%,0%,?,5,6%
COc1ccc(/C=C/C(=O)Nc2nnc(C(C)C)s2)cc1OC,23%,-14%,-4%,-7%,-19%,2%,1%,-3,3%
CC1=NN(C(=O)c2ccncc2)C(=O)C1N=Nc1ccc2ccccc2c1 (stereo not drawn),25µM*,?,-18%,·,?,?,·,?,21%
O=C(CN1CCN(C(=O)CCC(=O)N2CCC(c3ccccc3)=N2)CC1)Nc1cccc(F)c1,·,·,-6%,·,-7%,·,·,-4,1%
Cc1nc(N2CCc3ccccc3C2)[nH]c(=O)c1CCC(C)C,11%,-13%,-3%,-5%,-14%,-3%,3%,13,14%
CCOC(=O)c1ccc(NC(=S)N(CCCN(CC)CC)Cc2ccco2)cc1,-9%,-24%,-3%,-8%,-3%,-2%,-12%[59 µM],3,-1%
CC(C)Oc1cccc(-c2cc(C(=O)NN3CCOCC3)c3ccccc3n2)c1,1%,-21%,i,-20%,-8%,-6%,17%,-4,16%
O=C(Nc1ccccn1)C1CCN(S(=O)(=O)c2cccs2)CC1,7%,-9%,i,0%,8%,2%,-6%,0,-1%
O=C1C=C(c2ccccc2)C[C@H](c2cccs2)[C@H]1n1cnc([N+](=O)[O-])c1,20%,-25%,3%,-6%,2%,1%,-9%[59 µM],-1,2%
Cn1c(CN2CCN(c3ccccc3NS(C)(=O)=O)CC2)nc2ccccc21,53%[activator],?,·,-36%,-12%,0%,?,-2,15%
COc1ccc(-c2cn(CC3CCCCC3)nn2)cc1,25%,-8%,1%,-2%,-4%,-4%,2%,0,21%
O=C(Cc1ccc(Br)cc1)N/N=C/c1cccnc1,17%,-7%,-3%,-2%,-4%,-3%,40%[activator],-2,0%
CC(C)(C)C(=O)Nc1sc2c(c1C#N)CCCCC2,-5%,21%[11.4 µM],-4%,-5%,-16%,0%,13%[59 µM],-3,-12%
O=C(CCNc1n[nH]c(=O)[nH]c1=O)N1CCOCC1,26%,-3%,-5%,-5%,-16%,5%,4%,-1,-5%
CCOC(=O)N1CCC(N2C(=O)c3ccc(C(=O)Nc4cccc(OC)c4)cc3C2=O)CC1,27%,-1%,-7%,-19%,9%,-1%,17%,0,1%
COc1ccc(C(=O)NNC(=O)c2ccc3ccccc3c2O)cc1,33%,-13%,i,-7%,-8%,-1%,?,3,9%
COc1ccccc1NC(=O)N(Cc1ccccc1)c1ccccn1,59%[activator],14%,6%,8%,-18%,0%,2%[12.7 µM],0,11%
O=c1[nH]c2ccc(NCc3ccccc3OCc3ccc(Cl)cc3)cc2[nH]1,?,28µM*,-4%,22µM*,-23%,6%,25µM*,11,16%
CC(=O)Nc1ccc(N2C(=O)CSC2c2ccc(F)cc2)cc1 (stereo not drawn),28%,-13%[57.1 µM],-4%,7%,-4%,0%,7%[12.7 µM],1,-5%
CCC(CO)Oc1cc(NC(=O)c2ccc(C)cc2)c2ncn(C(C)C)c2c1 (stereo not drawn),25%,-35%,1%,?,-8%,0%,1%[2.33 µM],-5,-6%
OC(COCc1ccc(Cl)cc1)CN1CCN(c2ccccn2)CC1 (stereo not drawn),23%,?,i,-30%,-14%,2%,6%[59 µM],-8,0%
Cc1[nH]n(-c2ccccc2)c(=O)c1/C=N/N(c1ccccc1)c1ccccc1,?,40µM*,-6%,?,-12%,4%,16%[0.501 µM],-7,-11%
